GPR55 LPI antagonism = GPR55 antagonists blocking LPI-driven arrestin recruitment, primary screen, imaging, U2OS, beta-arrestin-GFP, LPI agonist (AID 2013) | U2OS GPR55 beta-arrestin-GFP translocation imaging, LPI antagonism; higher % means a stronger effect | inhibition, % at 10 µM, or IC50 in µM where a hit was titrated | 290,000 tested, 0.13% active;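 active = spots per cell inhibited over 60%, with over 100 cells counted and total cytoplasm intensity under 500,000; inconclusive = wells with under 100 cells, flagged as likely toxic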;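 also: U2OS cells stably carrying GPR55 and arrestin-GFP stimulated by 5 µM LPI near EC80; imaged beta-arrestin-GFP aggregate spots per cell after agonist stimulation; plate controls were LPI-stimulated DMSO wells for no effect and DMSO wells without LPI for full effect; some results filed as inactive read as strong as hits; confirmed hits need IC50 under 10 µM and bright autofluorescent wells are also inconclusive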
West Nile antiviral = West Nile virus antiviral activity, cell-based, CPE readout (AID 1621); West Nile virus-infected cells, CPE inhibition; higher % means a stronger effect; CPE inhibition, % at 10 µM, or IC50 in µM where a hit was titrated; 290,000 tested, 0.02% active; in the data active = a potency from the dose series; inconclusive = CPE inhibition mostly from about 3.7% at the one dose, without a potency; inactive = the rest, 99 in 100 with CPE inhibition below about 2.2%; also: strong numbers were not always called active
KOR beta-arrestin-1 = KOR agonists, beta-arrestin recruitment, primary screen, cell-based, luminescence, uHTS (AID 1777); Kappa-type opioid receptor (Homo sapiens); KOR beta-arrestin recruitment, luminescence; higher % means a stronger effect; one-dose activation, % at 10 µM; EC50 in µM for titrated hits; 280,000 tested, 0.02% active; in the data active = activation above about 50%, passing the limit was not always enough; also: a part of the inactive calls stands beside numbers as strong as those of hits
KOR beta-arrestin-2 = KOR antagonists, beta-arrestin recruitment, cell-based, luminescence, uHTS (AID 1778) | 290,000 tested, 0.091% active | inhibition, % at 10 µM; hits with a dose series show IC50 in µM | KOR beta-arrestin recruitment, luminescence, antagonist mode; higher % means a stronger effect; in the data active = inhibition above about 50%; also: strong numbers were not always called active
T cell modulator = modulators of CD8 T cell-vesicle binding, primary screen, mouse 2C CD8+ T cells, flow cytometry. 2C CD8+ T cell-vesicle binding; stronger effect = lower value. calls only at 7 µM. 330,000 tested, 0.068% active. AID 2052, 2009;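 active = response, share of CD8 T cells binding vesicles, and their 90th percentile fluorescence all below set limits, cut at about 80% in these data, passing the limit was not always enough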
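Material: murine 2C transgenic CD8+ T lymphocytes / Also added: QL9-peptide-loaded Drosophila micro-vesicles bearing Ld, ICAM-1 and B7-1 / Schedule: binding step 1.5 h, 37 °C, antibody labelling 20 min, ice / Signal: flow cytometry, PE anti-B7-1 (FL2) versus Alexa647 anti-CD8 (FL8), PFA-fixed / Evaluation: percent CD8+ FL2 mean versus row control / Benchmarks: naked versus QL9-loaded vesicles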
GPR35 arrestin U2OS = GPR35 antagonists blocking zaprinast-driven arrestin recruitment, primary screen, imaging, U2OS, beta-arrestin-GFP, zaprinast agonist (AID 2058); U2OS GPR35 beta-arrestin-GFP translocation imaging, zaprinast antagonism; higher % means a stronger effect; one-dose inhibition, % at 10 µM; IC50 in µM for titrated hits; 290,000 tested, 0.052% active; G-protein coupled receptor 35 (Homo sapiens);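 active = inhibition of at least 50% with at least 30 cells and total cytoplasm GFP at most 10,000,000; inconclusive = under 30 cells or total GFP of 10,000,000 plus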
GPR55 beta-arrestin = GPR55 agonists via beta-arrestin recruitment, primary screen, imaging, U2OS cells, beta-arrestin-GFP redistribution (AID 1961). 290,000 tested, 0.048% active. U2OS GPR55 beta-arrestin-GFP redistribution imaging; higher % means a stronger effect. G-protein coupled receptor 55 (Homo sapiens). one-dose activation, % at 10 µM; EC50 in µM for titrated hits;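 active = activation above 40% with more than 50 cells counted in the well; inconclusive = wells holding fewer than 50 cells, flagged as toxic or sparse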;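 also: U2OS osteosarcoma cells stably expressing GPR55 and beta-arrestin-GFP; plate controls were DMSO negative control for no effect and LPI positive control for full effect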
NTR1 agonist = agonists of NTR1, primary screen, imaging, U2OS cells, beta-arrestin-GFP, high content (AID 493036); Neurotensin receptor type 1 (Homo sapiens), P30989; NTR1-U2OS beta-arrestin-GFP spot imaging, agonist mode; activation, % at 20 µM; 330,000 tested, 0.17% active;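 active = activation at or above 40% of the spot to cytoplasm intensity ratio, with at least 20 cells analyzed; inconclusive = wells under 20 cells, flagged as cytotoxic or low count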;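 also: 0% = DMSO without peptide and 100% = 100 nM NTR1 peptide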
Target sequence (P30989 whole entry, looked up): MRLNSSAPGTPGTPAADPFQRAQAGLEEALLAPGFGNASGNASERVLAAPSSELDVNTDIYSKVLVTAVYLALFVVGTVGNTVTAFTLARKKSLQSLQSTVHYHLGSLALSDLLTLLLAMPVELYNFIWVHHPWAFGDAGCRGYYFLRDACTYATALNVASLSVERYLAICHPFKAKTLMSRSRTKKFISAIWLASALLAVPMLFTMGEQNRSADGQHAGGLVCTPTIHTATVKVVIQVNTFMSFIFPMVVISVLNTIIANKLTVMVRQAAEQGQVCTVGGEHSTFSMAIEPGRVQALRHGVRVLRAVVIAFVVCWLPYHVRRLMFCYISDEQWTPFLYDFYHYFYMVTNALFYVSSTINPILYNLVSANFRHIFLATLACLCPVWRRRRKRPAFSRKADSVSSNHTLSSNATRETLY
PhoP inhibition = inhibitors of PhoP regulon expression, primary screen, Salmonella Typhimurium, GFP reporter (AID 1863). S. Typhimurium PhoP-regulated promoter GFP reporter, 4 h; higher % means a stronger effect. inhibition, % at 50 µM, or IC50 in µM where a hit was titrated. 300,000 tested, 0.16% active;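 active = inhibition over 29.93%, a cutoff 3 SD above the screen mean, later confirmed by dose response; inconclusive = inhibition over 29.93% but no dose response follow-up; inactive = inhibition at most 29.93% or unconfirmed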;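 also: 0% = low Mg2+ inducing control and 100% = high Mg2+ repressing control; strong numbers were not always called active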
T cell modulator vesicle-bound % = second read-out of T cell modulator, no call of its own (marks repeat the call); double positive events, %; measured here: CD8+ vesicle-bound cell fraction;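 binding gate set so that unloaded-vesicle control wells show 10% double positive cells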
NTR1 agonist cell count 20 µM = further read-out of NTR1 agonist, marked with its call; cell count; measured here: cell count, cytotoxicity flag
The depositor's hits bear a star; i = inactive; ? = inconclusive; · = no result given; [ ] = dose if it differs, or a comment.

item	Molecule	NTR1 agonist cell count 20 µM	GPR55 LPI antagonism	KOR beta-arrestin-2	KOR beta-arrestin-1	NTR1 agonist	GPR55 beta-arrestin	PhoP inhibition	T cell modulator vesicle-bound %	West Nile antiviral	GPR35 arrestin U2OS	T cell modulator
1	Cc1ccccc1C(=O)c1cccn1CC(=O)NC(C)c1ccccc1 (stereo unspecified)	54	-16%	-14%	3.7%	1.5	-0.1%	0%	16	0.1%	13%	i
2	CSCCC(NC(N)=O)C(=O)NCC1CCCCC1 (stereo unspecified)	53	-4%	21%	3.6%	0.5	0.0%	-4%	36	0.3%	3%	i
3	CCOC(=O)/C(=C\c1ccc(OC(F)F)cc1)C1=Nn2c(nnc2-c2ccc(Cl)cc2)SC1	·	33%	9%	-0.3%	·	·	-1%	36	?	-6%	i
4	c1ccc(N2CCN(c3nc(-c4cccs4)nc4ccccc34)CC2)cc1	98	18%	-19%	1.5%	7.7	0.8%	-4%	61	0.2%	-2%	i
5	Cc1ccc(C(=O)NCCN2CCOCC2)cc1S(=O)(=O)N1CCCCC1	49	12%	-21%	-1.9%	0.3	-0.1%	0%	65	-0.2%	-4%	i
6	Cc1cc(NC(=O)CCCn2cnc([N+](=O)[O-])n2)no1	57	10%	-5%	-5.4%	1.0	0.1%	-8%	29	-0.2%	-3%	i
7	CCN1/C(=C/c2ccc3cccc(C)c3[n+]2CC)Sc2ccccc21	84	?	2%	0.5%	-4.1	-0.3%	-153%	58	0.2%	?	i
8	CCOC(=O)c1snc(C(=O)NC2CCCCC2)c1N	73	10%	15%	0.7%	3.9	-0.1%	4%	13	0.5%	3%	i
9	CCOC(=O)C1=C(C)NC(C)=C(C(=O)OCCNC(=O)c2cccnc2)C1c1cccc([N+](=O)[O-])c1 (stereo unspecified)	37	1%	-52%	3.8%	3.2	0.4%	4%	1	-0.8%	7%	i
10	CC1CCCCN1S(=O)(=O)c1ccc([N+](=O)[O-])cc1 (stereo unspecified)	70	11%	-7%	5.5%	0.2	0.6%	-4%	30	0.8%	-1%	i

Following part
item	Molecule	NTR1 agonist cell count 20 µM	GPR55 LPI antagonism	KOR beta-arrestin-2	KOR beta-arrestin-1	NTR1 agonist	GPR55 beta-arrestin	PhoP inhibition	T cell modulator vesicle-bound %	West Nile antiviral	GPR35 arrestin U2OS	T cell modulator
11	O=C(NCC(=O)N(c1cccnc1)C(C(=O)NC1CCCC1)c1ccc(F)cc1)c1ccco1 (stereo unspecified)	31	15%	-20%	-1.9%	1.3	-0.1%	3%	42	-0.9%	23%	i
12	COc1cccc(NC(=O)CN(C2=NC3CS(=O)(=O)CC3S2)c2cccc(C)c2)c1 (stereo unspecified)	42	-2%	12%[20 µM]	-1.7%	-1.9	0.5%	·	34	0.1%	-14%	i
13	CC12CCC(C(=O)N(CC3CO3)C1=O)C2(C)C (stereo unspecified)	39	6%	8%[20 µM]	·	-0.8	-0.1%	-8%	24	0.4%	18%	i
14	COC(=O)c1ccc(Oc2ccc(S(=O)(=O)N3CCCCC3)cc2N)cc1	82	-4%	-27%	-2.6%	0.2	0.0%	9%	52	0.3%	2%	i
15	Cc1ccc(S(=O)(=O)NC(=O)Nc2ccc(F)c(F)c2)cc1	51	-6%	-19%	8.2%	-1.0	-0.2%	1%	36	-0.5%	13%	i
16	O=C(/C=C/c1ccccc1)NCC(=O)N/N=C\c1cccnc1	69	-3%	16%	-4.1%	2.0	0.0%	2%	29	-0.2%	10%	i
17	COc1cc2c(c(OC)c1OC)C(=O)CC2	38	0%	10%	0.9%	2.2	0.3%	-4%	14	2.4%	6%	i
18	COC(=O)c1ccc(NC(=O)CN2CCN(CCO)CC2)cc1	79	10%	-12%[20 µM]	-2.9%	0.6	0.6%	-4%	29	-1.0%	6%	i
19	CC(C)OCCCNC(=O)COCC(=O)Nc1ccc(OCCc2ccccc2)cc1	61	-3%	6%	-0.5%	0.5	-0.1%	0%	57	-1.1%	2%	i
20	O=C(O)CN1C(=O)/C(=C/C=C/c2ccccc2)SC1=S	80	4%	5%	-3.7%	1.2	-0.5%	0%	55	0.3%	-13%	i

(list continues)
item	Molecule	NTR1 agonist cell count 20 µM	GPR55 LPI antagonism	KOR beta-arrestin-2	KOR beta-arrestin-1	NTR1 agonist	GPR55 beta-arrestin	PhoP inhibition	T cell modulator vesicle-bound %	West Nile antiviral	GPR35 arrestin U2OS	T cell modulator
21	COc1cc(/C=C2\SC(=Nc3ccccc3)N(CCc3c[nH]c4ccccc34)C2=O)ccc1OC(C)C(=O)O (stereo unspecified)	74	6%	-29%	0.2%	4.5	0.3%	5%	34	0.9%	11%	i
22	CCCCOc1ccc(C(=O)NCC(=O)NCC(=O)OCC)cc1	82	-20%	-48%	4.8%	1.8	0.0%	11%	16	-0.2%	-1%	i
23	CC(=O)NC1=NN(C(C)=O)C(c2ccc(F)cc2)S1 (stereo unspecified)	37	-3%	-5%	-5.7%	-0.7	0.3%	-5%	38	-0.1%	8%	i
24	Cc1ccc(S(=O)(=O)N2CCOCC2)cc1NC(=O)COC(=O)CNC(=O)c1ccccc1	58	11%	14%	3.2%	4.9	-0.2%	-19%	6	0.1%	3%	i
25	CCCNC(=O)COC(=O)CCC(=O)c1cccs1	83	9%	3%	5.5%	1.6	0.7%	15%	56	0.5%	3%	i
26	O=C(c1ccc(F)cc1)C1CCN(Cc2cn[nH]c2-c2ccccc2)CC1	33	8%	-4%	-2.5%	-1.6	-0.1%	-10%	36	-0.3%	6%	i
27	CC(C)c1onc(C(=O)N(C)Cc2ccccc2)c1[N+](=O)[O-]	44	13%	10%	-0.6%	0.6	-0.3%	-3%	6	0.2%	-9%	i
28	CCOC(=O)C1CCN(C(=O)c2cc3ccc(OC)cc3[nH]2)CC1	101	-5%	-38%	5.7%	0.5	0.0%	-1%	41	0.1%	7%	i
29	COc1ccc(NC(=O)NCc2ccccn2)cc1OC	92	-10%	-38%	1.1%	-0.9	-0.5%	7%	38	-0.1%	-20%	i
30	COc1ccc2[nH]c(=O)c(CN(Cc3nnnn3Cc3ccccc3)CC3CCCO3)cc2c1 (stereo unspecified)	53	-1%	-7%	6.1%	0.2	0.5%	4%	43	-0.2%	19%	i

Complete entries, quoted from the list.
COc1ccc(NC(=O)NCc2ccccn2)cc1OC as listed: NTR1 agonist cell count 20 µM: 92; GPR55 LPI antagonism: -10%; KOR beta-arrestin-2: -38%; KOR beta-arrestin-1: 1.1%; NTR1 agonist: -0.9; GPR55 beta-arrestin: -0.5%; PhoP inhibition: 7%; T cell modulator vesicle-bound %: 38; West Nile antiviral: -0.1%; GPR35 arrestin U2OS: -20%; T cell modulator: i
O=C(c1ccc(F)cc1)C1CCN(Cc2cn[nH]c2-c2ccccc2)CC1 as listed: NTR1 agonist cell count 20 µM: 33; GPR55 LPI antagonism: 8%; KOR beta-arrestin-2: -4%; KOR beta-arrestin-1: -2.5%; NTR1 agonist: -1.6; GPR55 beta-arrestin: -0.1%; PhoP inhibition: -10%; T cell modulator vesicle-bound %: 36; West Nile antiviral: -0.3%; GPR35 arrestin U2OS: 6%; T cell modulator: i

Remaining list, next part
item	Molecule	NTR1 agonist cell count 20 µM	GPR55 LPI antagonism	KOR beta-arrestin-2	KOR beta-arrestin-1	NTR1 agonist	GPR55 beta-arrestin	PhoP inhibition	T cell modulator vesicle-bound %	West Nile antiviral	GPR35 arrestin U2OS	T cell modulator
31	CS(=O)(=O)N(CC(=O)NC1CCCCC1)Cc1ccc(Cl)cc1	63	5%	-29%	-4.4%	0.1	-0.1%	-9%	30	-0.9%	20%	i
32	Cc1c(CNCCc2ccccc2)c(C(=O)O)c(C)n1-c1ccccc1	84	-4%	0%	2.7%	-0.8	-0.3%	-2%	51	-0.3%	-2%	i
33	CCCNC(=O)C1(CC2CC(c3ccccc3)=NO2)CCNCC1 (stereo unspecified)	54	·	·	·	0.7	·	-10%	27	-0.2%	·	i
34	COc1ccc(NC(=O)C(c2ccc(C)cc2)N(C)C(=O)CNC(C)=O)cc1 (stereo unspecified)	76	9%	-32%	0.2%	0.1	0.9%	-6%	43	-0.3%	5%	i
35	COc1cscc1C(=O)O	63	-6%	28%	3.1%	1.4	0.4%	5%	22	0.0%	-4%	i
36	CCOC(=O)Nc1ccc2c(c1)OCO2	89	0%	26%	-1.8%	-1.6	0.0%	16%	6	-0.1%	-4%	i
37	COc1ccc(CNCCSc2nnnn2C)cc1OC	62	-1%	-22%	4.3%	-1.2	0.5%	-6%	24	0.3%	-1%	i
38	Cc1cccc(NC(=O)c2ccc3ccccc3n2)n1	43	4%	2%	0.5%	2.1	0.6%	-11%	31	0.4%	-11%	i
39	Cc1cc(C(=O)Nc2c(C)nn(Cc3c(Cl)cccc3Cl)c2C)no1	88	16%	-32%	7.4%	0.0	0.2%	-11%	9	-0.8%	0%	i
40	O=C(NC(=S)N1CCc2ccccc21)C1CCC1	55	5%	2%	-1.5%	-1.7	-0.3%	3%	51	-0.1%	1%	i
41	COc1ccc(C(=O)NCC(=O)N/N=C/c2c(C)[nH]c3ccccc23)cc1OC	48	-9%	-7%	·	-0.5	0.0%	-13%	38	0.5%	0%	i

Grouped by structure: the compounds so far containing two or more sulfur atoms
item	Molecule	NTR1 agonist cell count 20 µM	GPR55 LPI antagonism	KOR beta-arrestin-2	KOR beta-arrestin-1	NTR1 agonist	GPR55 beta-arrestin	PhoP inhibition	T cell modulator vesicle-bound %	West Nile antiviral	GPR35 arrestin U2OS	T cell modulator
12	COc1cccc(NC(=O)CN(C2=NC3CS(=O)(=O)CC3S2)c2cccc(C)c2)c1 (stereo unspecified)	42	-2%	12%[20 µM]	-1.7%	-1.9	0.5%	·	34	0.1%	-14%	i
20	O=C(O)CN1C(=O)/C(=C/C=C/c2ccccc2)SC1=S	80	4%	5%	-3.7%	1.2	-0.5%	0%	55	0.3%	-13%	i
